# D1 agonist: activates the human D1 dopamine receptor | P21728 | HEK293 T-REx D1 cells, calcium flux, agonist mode | activation, % at 2 µM | 360,000 compounds, 1% hits | AID 504660; note: 0% is about no effect
#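 Tetracycline-induced HEK293 TREx D1 cells, force-coupled to calcium signalling, were dye-loaded with a no-wash calcium kit. Compound was pin-added after a 10 s baseline. Fluorescence was read kinetically at 1 cycle/s for 180 s, with calcium rises flagged as agonism.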
# D2 antagonist: antagonizes the human D2 dopamine receptor. HEK293 TREx D2 cells, calcium flux, dopamine EC80. inhibition, % at 10 µM. 340,000 compounds, 2% hits. AID 485344; in the data active = inhibition above about 30%; note: 0% is about no effect
# Target sequence (P14416 whole entry, looked up): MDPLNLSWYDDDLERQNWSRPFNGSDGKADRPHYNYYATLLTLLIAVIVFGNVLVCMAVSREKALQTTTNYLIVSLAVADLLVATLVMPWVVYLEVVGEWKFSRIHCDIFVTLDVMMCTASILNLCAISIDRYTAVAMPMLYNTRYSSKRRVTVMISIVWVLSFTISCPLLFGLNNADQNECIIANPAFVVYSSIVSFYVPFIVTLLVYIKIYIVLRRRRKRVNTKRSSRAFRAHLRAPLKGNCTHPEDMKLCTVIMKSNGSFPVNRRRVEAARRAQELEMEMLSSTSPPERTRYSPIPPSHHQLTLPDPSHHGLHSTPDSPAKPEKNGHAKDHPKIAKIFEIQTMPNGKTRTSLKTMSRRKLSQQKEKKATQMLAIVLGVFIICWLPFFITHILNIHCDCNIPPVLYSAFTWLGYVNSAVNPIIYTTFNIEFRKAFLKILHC
#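 Tetracycline-induced HEK293 T-REx cells expressing D2 force-coupled to calcium signalling were dye-loaded, exposed to compound for 180 s, then challenged with an EC80 of dopamine; calcium flux was followed kinetically for a further 180 s.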
# D1 PAM: enhances dopamine response at the human D1 receptor; potentiation, % at 10 µM; 360,000 compounds, 0.036% hits; AID 504651; P21728; HEK293 TREx D1 cells, calcium flux, dopamine EC20 potentiation; in the data active = potentiation above about 30%; note: 0% is about no effect
# D2 ag: activates the human D2 dopamine receptor. 340,000 compounds, 0.53% hits. HEK293 T-REx D2 cells, calcium flux agonist mode. activation, % at 2 µM. P14416;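 active = activation over 3 SD above normal in the single-dose calcium agonist read, cut at about 30% in these data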; note: 0% is about no effect
#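 Agonism is scored from calcium flux in a force-coupled, inducible HEK293 cell line expressing D2, read kinetically for 180 s after compound addition against dopamine controls.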
# D2 PAM: positive allosteric modulators of human D2 dopamine receptor; potentiation, % at 10 µM; 340,000 compounds, 0.34% hits; AID 485347; P14416; HEK293 T-REx D2, calcium flux, EC20 dopamine potentiation;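 active = potentiation over 3 SD above the plate norm, cut at about 30% in these data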; note: 0% is about no effect
#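 Potentiation of an EC20 dopamine calcium response measured kinetically over 180 s, after a preceding 180 s compound-only read flagging agonists. Cells: inducible Hek293 Trex D2 line, 4000/well, cultured overnight at 30 C before dye loading.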
# D1 antagonist: human D1 dopamine receptor antagonism. AID 504652. 360,000 compounds, 3.2% hits. activity change, negative = inhibition, % at 10 µM. HEK293 TREx D1 cells, calcium flux, dopamine EC80; hits give low values. P21728; in the data active = activity change below about -30%; note: % is set by controls: 0 for no effect and ±100 for the full control effect
#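 Tetracycline-induced HEK293 T-REx cells with force-coupled D1 receptor were loaded with a no-wash calcium dye. Compound was added after a 10 s baseline and read kinetically for 180 s; EC80 dopamine was then added and calcium flux followed another 180 s.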
# TRHR ag: activates the human TRH receptor; activation, % at 2 µM; AID 493084; 360,000 compounds, 0.18% hits; P34981; TRHR cells, calcium flux fluo-8, FDSS agonist mode; note: 0% is about no effect
# Target sequence (P34981 whole entry, looked up): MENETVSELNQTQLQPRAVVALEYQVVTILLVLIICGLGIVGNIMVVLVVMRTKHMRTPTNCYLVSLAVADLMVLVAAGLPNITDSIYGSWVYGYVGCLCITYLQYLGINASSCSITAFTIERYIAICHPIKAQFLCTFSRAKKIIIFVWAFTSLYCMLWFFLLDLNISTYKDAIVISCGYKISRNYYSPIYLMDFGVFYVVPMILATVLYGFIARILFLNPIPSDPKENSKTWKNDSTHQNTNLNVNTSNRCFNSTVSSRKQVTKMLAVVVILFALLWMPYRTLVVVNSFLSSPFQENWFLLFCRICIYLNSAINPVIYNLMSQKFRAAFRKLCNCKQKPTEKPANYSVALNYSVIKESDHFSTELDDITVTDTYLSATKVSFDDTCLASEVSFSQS
#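 Read-out: compound-evoked intracellular calcium rise in TRHR cells, fluo-8 dye, kinetic FDSS fluorescence at 1 s/cycle following a 10-cycle baseline. Cells cultured overnight before dye loading (30 min–1.5 h, RT).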
# TRHR enhancer: allosterically enhances the human TRH receptor. P34981. TRHR cells, fluo-8 calcium fluorescence, EC20 TRH enhancement. enhancement, % at 2 µM. 360,000 compounds, 0.66% hits; in the data active = enhancement above about 30%; note: 0% is about no effect
#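 TRHR-expressing cells loaded with fluo-8 calcium dye were read kinetically (ex 480/em 530) during compound addition, then stimulated with an EC20 of TRH (10 nM final). Enhancement of the Gq-mediated intracellular calcium response was scored.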
# RXFP1 antagonist: blocks the human relaxin receptor RXFP1. Q9HBX9. HEK293-RXFP1, relaxin-stimulated cAMP HTRF, 30 min; hits give low values. activity change, negative = inhibition, % at 57.5 µM. 350,000 compounds, 0.59% hits. AID 1259400;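 active = activity change of -60% or lower, but not beyond a set lower limit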; note: % is set by controls: 0 for no effect and ±100 for the full control effect
# The depositor's hits bear a star; nt = not tested or not shown. Cut-off read from the data, not from the text of the source, unless noted: active = activation above about 30%; inactive = the rest.
SMILES,D1 agonist,D2 antagonist,D1 PAM,D2 ag,D2 PAM,D1 antagonist,TRHR ag,TRHR enhancer,RXFP1 antagonist
CC(=O)N1c2c(cc(Br)cc2S(=O)(=O)N2CCN(c3cccc(Cl)c3)CC2)CC1C (stereo not drawn),3,nt,0,-0.1,-11,-3,0.6,0,nt
Cc1ccc(NC2=C(Cl)C(=O)OC2OC(C)C)cc1 (stereo not drawn),8,13,-8,0.7,-3,-14,-0.5,0,0
Clc1ccccc1C1=CC(c2ccco2)n2nnnc2N1 (stereo not drawn),1,-2,-5,-0.3,-6,-4,-0.2,-4,8
COc1ccc(OC(C)C(=O)N2CCOCC2)cc1 (stereo not drawn),4,14,0,-0.1,-1,-2,0.0,1,-2
Cc1ccc(-n2c(SCC(=O)NCc3ccco3)nc3nc4c(cc3c2=O)COC(C)(C)C4)cc1,2,-13,0,1.1,27,9,-1.8,-8,-10
Cc1ccc2oc(-c3cc(NC(=O)Cc4ccccc4)ccc3Cl)nc2c1,8,nt,-3,2.4,-1,-16,3.5,-1,-6
O=[N+]([O-])c1cc(S(=O)(=O)N2CCCC2)ccc1N/N=C/c1ccccn1,2,9,-2,-1.2,1,-4,-1.0,5,-9
Cc1ccc(C2(c3noc(CN(C)CCO)n3)CCCC2)cc1,1,5,-6,0.3,-1,-12,-0.3,-2,14
CC(=O)c1c(C)[nH]c(C(=O)OC(C)C(=O)Nc2cc(S(=O)(=O)N3CCCCC3)ccc2Cl)c1C (stereo not drawn),3,-12,-6,0.4,5,-2,0.0,0,5
O=C(NC1CCCC1)c1ccc(CS(=O)(=O)c2ccc(Br)cc2)o1,1,1,-4,-1.1,1,-30*,-0.4,-3,-17

# Whole records as entered above. Order of values: D1 agonist	D2 antagonist	D1 PAM	D2 ag	D2 PAM	D1 antagonist	TRHR ag	TRHR enhancer	RXFP1 antagonist
# Entry for `Cc1ccc(C2(c3noc(CN(C)CCO)n3)CCCC2)cc1` → 1	5	-6	0.3	-1	-12	-0.3	-2	14
# Entry for `COc1ccc(OC(C)C(=O)N2CCOCC2)cc1` (stereo not drawn) → 4	14	0	-0.1	-1	-2	0.0	1	-2

# In the list so far, these contain sulfur.
SMILES,D1 agonist,D2 antagonist,D1 PAM,D2 ag,D2 PAM,D1 antagonist,TRHR ag,TRHR enhancer,RXFP1 antagonist
CC(=O)N1c2c(cc(Br)cc2S(=O)(=O)N2CCN(c3cccc(Cl)c3)CC2)CC1C (stereo not drawn),3,nt,0,-0.1,-11,-3,0.6,0,nt
Cc1ccc(-n2c(SCC(=O)NCc3ccco3)nc3nc4c(cc3c2=O)COC(C)(C)C4)cc1,2,-13,0,1.1,27,9,-1.8,-8,-10
O=[N+]([O-])c1cc(S(=O)(=O)N2CCCC2)ccc1N/N=C/c1ccccn1,2,9,-2,-1.2,1,-4,-1.0,5,-9
CC(=O)c1c(C)[nH]c(C(=O)OC(C)C(=O)Nc2cc(S(=O)(=O)N3CCCCC3)ccc2Cl)c1C (stereo not drawn),3,-12,-6,0.4,5,-2,0.0,0,5
O=C(NC1CCCC1)c1ccc(CS(=O)(=O)c2ccc(Br)cc2)o1,1,1,-4,-1.1,1,-30*,-0.4,-3,-17

# Further compounds.
SMILES,D1 agonist,D2 antagonist,D1 PAM,D2 ag,D2 PAM,D1 antagonist,TRHR ag,TRHR enhancer,RXFP1 antagonist
Cc1ccccc1C(=O)NC(=S)Nc1ncccn1,2,-3,-6,-0.1,16,7,0.1,1,-12
COc1ccc(C(=O)N/C(=C\c2ccc([N+](=O)[O-])cc2)C(=O)NC(CCSC)C(=O)O)cc1 (stereo not drawn),111*,35*,0,18,-4,-33*,22,-8,-5
Cc1nc([N+](=O)[O-])cn1CC(=O)Nc1ccc2c(c1)OCO2,-1,11,4,0.6,2,37,1.2,2,-2
CCCc1nn(C)c(C(=O)Nc2ccc3ccccc3c2)c1Cl,11,9,-6,2.9,-5,5,0.3,4,nt
Cc1ccc2occ(/C=N/NC(=O)c3ccccc3C)c(=O)c2c1,6,-9,1,-1.5,4,0,-0.7,-2,-37
O=C(CCCC(=O)N(CC(=O)NC1CCCC1)c1cccc(F)c1)Nc1ccccn1,2,-2,-5,0.1,2,-9,0.1,-3,-23
CC(C)N(C(=O)Cn1cc(SCC(=O)NCc2ccco2)c2ccccc21)C(C)C,0,nt,-4,nt,nt,11,-0.3,-1,-24
O=C(CCc1ccccc1)Nc1ccccc1,3,5,-1,0.0,-6,-2,-0.1,-4,-5
O=C(C1CC1)N1CCCN(C(=O)C2CC2)CC1,1,14,-3,-1.8,10,-1,-0.2,-9,-17
O=C(O)[C@H](Cc1ccccc1)N1C(=O)c2c(Cl)c(Cl)c(Cl)c(Cl)c2C1=O,-1,14,-2,0.3,2,2,-0.3,-3,nt
COc1ccccc1CN(C)C(=O)c1cccc(S(=O)(=O)N2CCN(Cc3ccccc3)CC2)c1,4,-2,-5,0.4,9,-21,-0.3,-9,-7
COc1ccc(C(=O)c2sc(Nc3ccccc3)nc2N)cc1OC,1,-8,-2,-0.6,6,6,0.4,33*,2
Cc1noc(C)c1C(=O)OCC(=O)Nc1ccc(S(N)(=O)=O)cc1,1,-39,-6,0.1,5,-21,0.9,1,10
OCCCc1nc2n(n1)C(c1cccs1)C=C(c1ccccc1)N2 (stereo not drawn),34*,-3,nt,30,0,1,41*,-2,nt
Cc1ccc(-n2nc(C)c3c(C)c(CCC(=O)NCc4ccccc4Cl)c(C)nc32)cc1,1,nt,0,nt,3,-9,0.1,3,-1
CCOCCCNC(=O)CCCOc1ccccc1,0,nt,9,nt,-3,-1,0.0,5,8
CC(=O)Nc1ccc(S(=O)(=O)NNC(=O)COc2cccc(C)c2)cc1,3,1,1,-0.4,-3,6,0.2,-6,-9
CC1CCCC(NC(=O)CN2CCN(S(=O)(=O)c3ccc(Br)s3)CC2)C1C (stereo not drawn),8,-8,-2,-0.7,-3,2,-1.0,8,-12
COc1ccc(CCNC2CC(=O)N(C3CCCCC3)C2=O)cc1OC (stereo not drawn),-1,-13,-1,3.0,5,nt,0.1,0,-2
CCC(=O)c1ccc(OCC(O)CN2CCN(S(=O)(=O)N3CCCCC3)CC2)cc1 (stereo not drawn),5,6,-1,0.5,nt,-4,-0.3,9,-6
C#CCOCCOCCOCCNc1nc(N2CCN(C(=O)[C@H]([C@@H](C)CC)n3cc([C@@H](N)Cc4ccc(O)cc4)nn3)CC2)nc(N2CCN(C(=O)[C@H](Cc3cc4ccccc4[nH]3)n3cc([C@@H](N)CC(C)C)nn3)CC2)n1,-1,2,-6,-0.2,-6,-15,-0.4,3,nt
CCOC(=O)C/C(C)=N\Nc1ccc([N+](=O)[O-])cc1[N+](=O)[O-],20,-8,-9,-0.4,-10,-4,-0.4,-7,-11
Cc1ccc(F)cc1NC(=O)CN1CCN(Cc2ccccc2)CC1,2,13,-1,-1.4,-23,1,-0.3,0,-1
COc1cccc(CNC(=O)Nc2ccc3c(c2)N(C)C(=O)c2ccccc2S3)c1,-2,nt,-2,-0.2,1,-12,0.2,-5,-36
COc1cc(C2C(C(=O)N3CCOCC3)=C(C)NC3=C2C(=O)CCC3)ccc1OC(C)=O (stereo not drawn),3,nt,-3,nt,nt,0,0.4,29,-11
COc1ccc(C(CNC(=O)CCOc2ccccc2)N(C)C)cc1 (stereo not drawn),2,1,-2,-1.3,-12,-23,0.3,12,9
Cc1ccc(-n2nc(C)c3c(C)cc(=O)n(CC(=O)Nc4cc(Cl)ccc4C)c32)cc1,1,nt,-2,0.0,13,6,-0.2,6,4
CC1(C)CC(=O)C2=C(C1)N(CCN1CCOCC1)C1=C(C(=O)CC(C)(C)C1)C2c1cccc(Cl)c1,-1,-8,-2,-0.9,7,23,-0.5,-4,-2
CC(=O)c1ccc(NC(=O)N[C@@H](Cc2ccccc2)C(=O)O)cc1,4,7,-2,-0.2,-6,21,0.2,-1,8
COc1cc2c(cc1OC)CN(C(=O)CCCOc1ccc(Cl)cc1Cl)CC2,1,-7,0,1.0,8,15,-0.1,5,-13
CC(C)c1nn2c(=O)cc(COC(=O)c3ccco3)nc2s1,1,nt,-3,nt,4,6,0.5,5,nt
CC(=O)c1ccc(NC(=O)CSc2nnc(-c3ccoc3C)n2Cc2ccccc2)cc1,0,2,1,-0.9,-4,-9,-0.2,-3,-12
NC(=O)COc1ccccc1C(=O)O,3,-5,3,-0.4,8,-1,-0.5,1,-17
O=C(CSc1nc(=O)n(Cc2ccccn2)c2c1CCC2)Nc1cccc(Cl)c1,-2,nt,-1,0.0,7,nt,-0.4,-1,nt
CC(OC(=O)CNS(=O)(=O)c1ccc2ccccc2c1)C(=O)N(C)c1ccccc1 (stereo not drawn),1,6,-3,-1.5,-11,-7,-1.5,-10,-18
CCCCOC(=O)c1ccc(NC(=O)/C=C/c2cccs2)cc1,9,-1,-13,0.4,-8,-10,1.6,3,nt
CCc1nnc(NC(=O)c2nc(S(C)(=O)=O)ncc2Cl)s1,1,nt,-3,nt,-8,5,-0.3,-5,nt
O=C(Cc1ccccc1)NCC(=O)N1CCC1,2,1,-2,-0.5,20,-7,-0.7,0,-3
COc1ccccc1N1CC(C(=O)Nc2nnc(SC)s2)CC1=O (stereo not drawn),1,-4,-3,0.0,-2,3,0.1,3,6
CCOc1ccc(C(C)=O)cc1COC(=O)c1ccc2c(c1)NC(=O)CS2,3,0,-1,-0.7,6,-2,-0.1,-6,-1
CC1=CC(=Nc2c(C)n(C)n(-c3ccccc3)c2=O)C=CC1=O,13,-17,8,-0.1,-5,2,0.3,-2,nt
O=C(Cc1csc(Nc2nc(=S)[nH]c3ccccc23)n1)NCCCN1CCN(c2cccc(Cl)c2)CC1,2,69*,-15,20,-26,-57*,-0.9,-11,-29
CCn1cc(C(=O)C(F)(F)F)c2ccccc21,1,-1,-3,-0.4,-7,-8,-0.6,-3,2
CCCC12CN3CCN(CC(C3)/C1=N\NC(=O)Nc1ccccc1)C2,2,54*,0,0.6,1,-14,0.2,9,-18
CN(C(=O)COC(=O)/C=C/c1ccc(C(F)(F)F)cc1)C1CCS(=O)(=O)C1 (stereo not drawn),5,7,4,0.7,-1,-11,1.5,-2,2
COc1ccc(NC(=O)CSc2nnc3ccc(-c4cccnc4)nn23)cc1OC,0,-7,-7,-1.1,16,2,-0.1,2,-15
Cc1noc2ncnc(N3CCN(c4ccccc4F)CC3)c12,15,nt,0,0.7,-1,4,0.5,17,nt
Cc1cc(=O)n2nc(N3CCCC(C(=O)NC4CCC(C)CC4)C3)sc2n1 (stereo not drawn),2,-9,0,0.2,13,-9,0.7,3,-21
Cc1cc(C)c2oc(=O)cc(CN3CCN(Cc4ccccc4)CC3)c2c1,2,-8,1,1.8,3,8,0.1,-20,1
CC(CCc1ccccc1)NC(=O)c1cccnc1 (stereo not drawn),2,11,0,0.3,4,4,0.2,-5,-7
O=C(c1ccncc1)N1C2C=CC(C2)C1(C(F)(F)F)C(F)(F)F (stereo not drawn),4,nt,-3,nt,nt,2,-0.8,6,nt
O=C(Nc1ncccn1)C1CCCN1S(=O)(=O)c1ccc(Cl)c(Cl)c1 (stereo not drawn),0,8,0,20,-3,4,-0.1,0,-5
COC(=O)Cc1c(O)ccn(Cc2ccc(Cl)c(Cl)c2)c1=O,4,-1,-2,2.5,2,14,-0.9,2,3

# Bioassay records (PubChem BioAssay)
